Assay outcomes (PubChem)
NCI-60 one-dose screen, 48 h, at 10 µM unless noted. Numbers give growth in % (100 = growth as untreated, 0 = no growth, -100 = all killed).
ACHN: ACHN renal cancer; 4.9% of 81,000 active; AID 1794771
OVCAR-4: OVCAR-4 ovarian cancer cells | 3.7% of 80,000 active | AID 1794784
SK-OV-3: SK-OV-3 ovarian cancer cells. 3.2% of 80,000 active. AID 1794785
OVCAR-5: OVCAR-5 ovarian cancer; 2.9% of 82,000 active
OVCAR-3: OVCAR-3 ovarian cancer | 7% of 79,000 active
A498: A498 renal cancer cells | 5.4% of 76,000 active
OVCAR-8: OVCAR-8 ovarian cancer; 4.4% of 81,000 active; AID 1794782
RXF 393: RXF 393 renal cancer cells. 6.9% of 77,000 active
IGROV1: IGROV1 ovarian cancer | 4.7% of 79,000 active
* hit, by the source's call; / = no result given; & = joins results of further samples. The calls were made as follows: active = growth percent below 10; inactive = the rest.

SMILES	ACHN	OVCAR-4	SK-OV-3	OVCAR-5	OVCAR-3	A498	OVCAR-8	RXF 393	IGROV1
Cc1ccc(NC(=O)c2cccc([N+](=O)[O-])c2)cc1	96	95	92	101	111	85	111	104	98
CN(C)S(=O)(=O)Oc1ccc(NC(=O)C23CC4CC(CC(C4)C2)C3)cc1	101	96	109	95	102	87	98	101	116
COC(=O)c1ccc(Cn2cnc3c(Cl)ncnc32)cc1	109	108	115	116	123	113	102	109	111
CC(=O)OC1=C2C(CC3C4CC=C5CC(OC(C)=O)CCC5(C)C4CCC23C)C2C(=O)N(Cc3ccccc3)C(=O)C2C1 (centres undefined)	73	27	96	96	31	85	69	77	79
Cc1ccc([C@@H]2C[C@H](O)Cc3cc(F)ccc3N2)o1	101	/	100	100	116	96	102	139	109
COc1ccc(-c2cc(-c3ccc(Cl)cc3)nc(SCCCCCCC(=O)NO)n2)cc1	16	56	20	34	39	52	21	-0.4*	11
N#CC(=C1SCS1)[N+](=O)[O-]	24	43	55	47	8.5*	59	19	12	25
COc1cc(C#CC[C@@H]2C[C@]3(C)[C@H]4CC=C5[C@@H]6CC(C)(C)CC[C@]6(C(=O)O)CC[C@@]5(C)[C@]4(C)CC[C@H]3C(C)(C)[C@H]2O)cc(OC)c1OC	46	77	77	105	67	82	54	91	72
CCN1CCN(Cc2ccc(NC(=O)Nc3nc(-c4cc(OC)c(OC)c(OC)c4)cs3)cc2C(F)(F)F)CC1	21	14	36	71	23	52	14	23	50
O=C(C(=O)N1CCOCC1)c1cn(C/C=C/c2ccccc2)c2ccccc12	103	92	105	102	100	84	97	91	108
COc1ccccc1/C=C/C(=O)c1c(O)cc2occc2c1OC	73	82	66	120	65	76	57	65	49
COc1ccc(/C=C/C(=O)c2sc(N3N=C(c4ccc(N(C)C)cc4)CC3C)nc2C)cc1 (centres undefined)	97	106	111	104	117	114	101	113	100
N#CSc1c[nH]c2cccc(/C=C/C(=O)/C=C(O)/C=C/c3cccc4[nH]cc(SC#N)c34)c12	-86*	-20*	-24*	-70*	-18*	-13*	-34*	-63*	-37*
CC1(C)CC[C@]2(C(=O)NCCCNCCCCNCCCN)CC[C@]3(C)C(=CC[C@@H]4[C@@]5(C)Cc6c([nH]c7ccccc67)C(C)(C)[C@@H]5CC[C@]43C)[C@H]2C1	94	102	67	91	118	147	99	78	77
Clc1ccc(Nc2cccc(-c3cn[nH]c3)c2)c(Cl)c1	83	83	97	84	88	53	85	67	70
CC(=O)c1nnc(CCC(=O)c2nc3ccccc3[nH]2)o1	94	104	102	94	121	109	112	117	101
Nc1nc2ccc([C@@H]3Nc4ccc5[nH]ncc5c4[C@H]4[C@H]5CCC(C5)[C@H]43)cc2s1	30	14	-17*	21	-6.7*	-2.9*	37	-4.2*	33
O=C(O)c1ccc(SSc2ccc(C(=O)O)cc2)cc1	83	115	110	82	124	115	107	108	112
CCN(Cc1ccccc1)c1ccc(SC#N)cc1	63	50	107	97	46	87	86	48	103
C=C(C)CC1CC(=O)OC1=O (centres undefined)	106	108	95	96	110	104	98	110	107
CCCCCCCCCCCCCCCCCCOc1ccccc1CCOP(=O)([O-])OCC[N+](C)(C)C	89	90	81	88	86	87	87	34	45
Cc1ccc(-c2c3c(N)c4c(nc3nc3c2c(C)nn3-c2ccccc2)CCCC4)cc1	98	96	100	101	116	92	98	97	99
O=c1[nH]c2ccc(Cl)cc2c2c1C(c1ccc(Cl)cc1)c1c(ncn3nc(-c4ccco4)nc13)O2 (centres undefined)	104	100	110	102	108	105	97	104	103
CCCCCC1(/C=N/NC(N)=O)NC(=O)NC1=O (centres undefined)	106	110	101	108	116	119	102	99	109
CN(C)c1ncnc2c1ccn2C1OC(CO)C(O)C1O (centres undefined)	32	33	34	39	26	68	0.9*	68	-1.0*
CCCCOC(=O)Oc1ccc(Cl)cc1	96	100	104	93	105	102	101	98	108
CCCCCCc1cn(C(C)c2ccc(OC)c(OC3CCCCC3)c2)nn1 (centres undefined)	82	89	106	92	97	83	99	112	103
CC(C)(C)c1ccc(C(=O)Nc2sc3c(c2C(N)=O)CCC(O)C3)cc1 (centres undefined)	25	68	70	66	55	78	43	45	45
O=C(CN1N=C(c2ccc(F)cc2)CCC1=O)Nc1nc2ccccc2s1	-24*	35	74	17	-41*	98	-43*	46	-50*
COc1cc(/C=C/c2cc(/C=C/c3ccc(O)c(OC)c3)[nH]c(=O)n2)ccc1O	89	54	72	102	59	63	59	24	93
CCOC(=O)C(O)c1ccccc1 (centres undefined)	108	95	101	94	100	92	106	108	122
Cc1nc(Nc2nc3ccccc3s2)nc(-c2ccccc2)c1C(=O)Nc1ncccn1	89	97	97	98	102	117	104	103	100
Fc1cc(-c2nnc3sc(COc4ccc(Cl)cc4)nn23)c(Cl)cc1Cl	99	101	68	81	106	/	97	117	96
O=C(O)[C@H](O)[C@@H](O)C(=O)O	121	118	114	121	126	89	103	112	136
C=C(C)c1cc2c(cc1O)OCC2C (centres undefined)	108	/	106	98	108	88	94	117	108
COc1cc(C(=O)c2cc3c(cc2C)OCO3)cc(OC)c1OC	36	38	11	43	5.3*	-2.1*	20	43	25
CCOC(=O)c1c(C)nc2c(c1N)/C(=C/c1ccc[nH]1)C(=O)N2Cc1ccc(C(F)(F)F)cc1	26	13	22	74	48	58	28	49	55
Oc1ccc(/C=C/c2ccccc2)cc1	16&17	61	99&95	140&97	76&79	59&83	50&66	91&76	60&58
O=C(Nc1ccc(F)cc1)Nc1ccc(Br)c(C(F)(F)F)c1	2.2*	23	-8.7*	30	12	4.6*	11	27	26
COc1ccc2nc3cc(Cl)ccc3c(N)c2c1	-100*	-98*	-98*	-92*	-94*	/	-44*	-98*	-33*
O=C(O)c1cccc2c1-c1ccc(Cl)cc1C2	107	/	117	115	118	97	107	124	114
C[C@]12CC[C@@H]3c4ccc(O)cc4CC[C@H]3[C@@H]1CC[C@@H]2NS(=O)(=O)c1ccc(Br)cc1	47	46	86	100	50	65	58	36	51
CN1C2CCC1/C(=C\c1ccc(F)cc1)C(=O)/C2=C/c1ccc(F)cc1	56	39	80	72	21	73	-20*	66	62
Clc1ccc(-c2nc3ccccc3s2)c(Cl)c1	95	94	87	108	90	94	92	119	80
N#Cc1cccc(CN2CCC3=C(C2)C(=O)N(Cc2ccc(Cl)cc2)C2=NCCN23)c1	33	20	28	39	23	15	20	/	54
COc1ccc(S(=O)(=O)N(C)c2oc(-c3ccc(Cl)cc3)nc2C#N)cc1	101	76	91	95	82	64	96	80	78
CCN(CC)CC(O)c1cc(-c2ccc(Cl)cc2)nc2cc(Cl)ccc12 (centres undefined)	7.2*	53	60	14	57	65	38	29	10
CN1CCN(CCN2N=C3c4ccsc4CCCC3CC2=O)CC1 (centres undefined)	101	97	102	91	92	102	105	105	171
CC1CN=C(c2ccc(NC(=O)c3ccc(C(=O)Nc4ccc(C5=NCC(C)N5)cc4)c(N)c3)cc2)N1 (centres undefined)	102	98	97	94	118	91	92	115	118
CSc1n[nH]c(-c2cccs2)n1	94	99	106	104	125	103	97	112	111
Cc1cc(-c2ccc(N=Nc3cc(S(=O)(=O)O)c4ccccc4c3N)c(C)c2)ccc1N=Nc1cc(S(=O)(=O)O)c2ccccc2c1N	102	100	106	94	98	115	100	113	109
Fc1ccc(/C=C/c2nc3ccccc3nc2N2CCN(c3ccccc3)CC2)cc1	75	64	101	99	76	87	62	69	64
COC(=O)c1ccc2c(c1)Oc1ccccc1-c1cc(C)nn1-2	97	105	91	100	105	71	92	95	86
CCCS(=O)(=O)c1nc(NC2CC2)cc(-c2ccc3c(ccn3C3CC(C)(C)NC(C)(C)C3)c2)n1	-90*	-71*	93	-15*	-89*	108	-53*	-87*	-51*
O=C(CSc1nc2ccccc2[nH]1)c1ccc(-n2nnc3ccccc32)cc1	106&108	94&103	111&101	112&111	108&112	92&101	99&102	107&117	101&106
COc1cc(CCCOC(=O)/C=C/c2ccc(O)cc2)cc(OC)c1O	81	74	97	88	87	124	89	111	101
O=C(OCCNC1CCCCC1)c1ccc([N+](=O)[O-])cc1	106	106	98	104	106	99	95	108	106
CN(C)CC(OC(=O)C(c1ccccc1)c1ccccc1)c1ccccc1 (centres undefined)	104	101	86	101	119	92	98	114	106
CC(=O)C(N)CC(C)C (centres undefined)	103	107	85	99	110	66	98	111	112
O=C(c1ccccc1)C(Nc1cccc([N+](=O)[O-])c1)c1ccccc1 (centres undefined)	89	/	97	119	98	94	88	102	92

Limited to OVCAR-5, ACHN and OVCAR-3, for 6 of the compounds above:
SMILES	OVCAR-5	ACHN	OVCAR-3
Fc1ccc(/C=C/c2nc3ccccc3nc2N2CCN(c3ccccc3)CC2)cc1	99	75	76
COC(=O)c1ccc2c(c1)Oc1ccccc1-c1cc(C)nn1-2	100	97	105
CCCS(=O)(=O)c1nc(NC2CC2)cc(-c2ccc3c(ccn3C3CC(C)(C)NC(C)(C)C3)c2)n1	-15*	-90*	-89*
O=C(CSc1nc2ccccc2[nH]1)c1ccc(-n2nnc3ccccc32)cc1	112&111	106&108	108&112
COc1cc(CCCOC(=O)/C=C/c2ccc(O)cc2)cc(OC)c1O	88	81	87
O=C(OCCNC1CCCCC1)c1ccc([N+](=O)[O-])cc1	104	106	106

Four compounds drawn at random from those above, as already listed:
SMILES	ACHN	OVCAR-4	SK-OV-3	OVCAR-5	OVCAR-3	A498	OVCAR-8	RXF 393	IGROV1
CC(=O)C(N)CC(C)C (centres undefined)	103	107	85	99	110	66	98	111	112
CN(C)c1ncnc2c1ccn2C1OC(CO)C(O)C1O (centres undefined)	32	33	34	39	26	68	0.9*	68	-1.0*
O=C(C(=O)N1CCOCC1)c1cn(C/C=C/c2ccccc2)c2ccccc12	103	92	105	102	100	84	97	91	108
CCN(CC)CC(O)c1cc(-c2ccc(Cl)cc2)nc2cc(Cl)ccc12 (centres undefined)	7.2*	53	60	14	57	65	38	29	10

Remaining list, next part
SMILES	ACHN	OVCAR-4	SK-OV-3	OVCAR-5	OVCAR-3	A498	OVCAR-8	RXF 393	IGROV1
CN1CCN(c2nc(-c3ccccn3)nc3sc4c(c23)CCCCCC4)CC1	95	84	103	98	106	65	101	/	93
CC1OC(n2c3ccccc3c3c4c(c5c6ccccc6[nH]c5c32)C(=O)N(CCN[C@@H]2CCC[C@H]2N)C4=O)CC(O)C1O (some centres undefined)	25	25	20	49	28	48	18	34	23
COCCOc1ccc(-c2nc3ccc(-c4nc5ccc(N6CCN(C)CC6)cc5[nH]4)cc3[nH]2)cc1	81	14	7.9*	45	2.5*	-38*	-39*	-63*	28
CCOC(=O)CC[C@H](NC(=O)c1ccc(NC(=O)Cn2cnc3c(c(C)nn3-c3ccc(Cl)cc3)c2=O)cc1)C(=O)OCC	99	100	89	96	111	89	101	96	104
NC(=O)c1cccc(-c2ccc(S(=O)(=O)Nc3ccc4c(c3)N(C(=O)C3CC3)CCC4)cc2)c1	79	/	38	65	16	5.9*	57	48	37
COc1cc(NCCCCCNCC(C)(C)C)c2ncccc2c1	98	66	94	100	89	74	97	101	95
Cn1c(O)c(/C=N/NC(=O)c2ccccn2)sc1=S	37	37	63	103	29	79	45	75	60
CCC(=O)C1CCCC(C)C2CC(C)(C)C2/C=C/1C (centres undefined)	99	109	106	100	98	107	101	107	103
CN1CCC(=C(c2ccccc2)c2ccccc2)C(c2ccccc2)C1 (centres undefined)	93	104	115	90	113	/	99	88	82
OCC1OC(O)C(F)C(O)C1O (centres undefined)	101	106	106	107	116	93	102	/	104
Cc1cccc2cc[nH]c12	100	112	112	106	114	119	102	104	99
Cc1ccc(-c2csc(N3CCCC3=O)n2)cc1	96	92	106	92	109	78	95	92	91

Reprinted from the entries so far, 4 compounds:
SMILES	ACHN	OVCAR-4	SK-OV-3	OVCAR-5	OVCAR-3	A498	OVCAR-8	RXF 393	IGROV1
CN1CCC(=C(c2ccccc2)c2ccccc2)C(c2ccccc2)C1 (centres undefined)	93	104	115	90	113	/	99	88	82
OCC1OC(O)C(F)C(O)C1O (centres undefined)	101	106	106	107	116	93	102	/	104
Cc1cccc2cc[nH]c12	100	112	112	106	114	119	102	104	99
Cc1ccc(-c2csc(N3CCCC3=O)n2)cc1	96	92	106	92	109	78	95	92	91
